Source: PubChem
CaV13 ICDI inh – Primary screen for inhibitors of IQ motif and Ca2+-dependent inactivation inhibitor domain binding in CACNA1D, Förster resonance energy transfer in living cells, … | HEK cells, CFP/YFP FRET ICDI-IQ, plate reader, 10 min; percent FRET-ratio fall versus neutral wells | inhibition, % at 12.3 µM | actives 0.098% (n = 340,000) | AID 743397;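 active = mean replicate inhibition of at least 30% and at least 1% of replicates passing that level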;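 also: 0% = median of the neutral control wells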
Peg3 promoter – Peg3 promoter activity inhibition. HeLa PEG-Prom luciferase reporter, luminescence, overnight. inhibition, % at 20 µM. actives 1.7% (n = 360,000);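 active = inhibition of at least 50% at 20 µM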
NR2E3 ag-1 – activates human photoreceptor nuclear receptor NR2E3 | Q9Y5X4 | GST-NR2E3/biotin-RetCOR TR-FRET, 1536-well | inhibition of corepressor binding, % at 4.78 µM | actives 0.12% (n = 320,000) | AID 2300;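 active = percent inhibition above the cutoff of mean plus 3 SD of all tested compounds, set per screening campaign, cut at about 20% in these data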;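 also: 0% = DMSO wells and 100% = biotin wells as full block of FRET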
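Material: NR2E3–RetCOR corepressor complex / Incubation: Compound–protein incubation for 5 h at 4 °C / Dosing: compound at 4.8 µM, single dose / Detection: time-resolved FRET / Benchmarks: high control biotin, low control 0.6% DMSO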
PDI turbidity – PDI (human) enzyme inhibition. P07237. PDI insulin aggregation turbidity, A650, 90 min. inhibition, % at 10 µM. actives 0.052% (n = 350,000). AID 588391;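 active = mean inhibition across replicates of 30% or more, whatever share of single replicates reach that level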;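 also: absorbance from insulin aggregation driven by PDI reduction with DTT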
Target sequence (P07237 whole entry, looked up): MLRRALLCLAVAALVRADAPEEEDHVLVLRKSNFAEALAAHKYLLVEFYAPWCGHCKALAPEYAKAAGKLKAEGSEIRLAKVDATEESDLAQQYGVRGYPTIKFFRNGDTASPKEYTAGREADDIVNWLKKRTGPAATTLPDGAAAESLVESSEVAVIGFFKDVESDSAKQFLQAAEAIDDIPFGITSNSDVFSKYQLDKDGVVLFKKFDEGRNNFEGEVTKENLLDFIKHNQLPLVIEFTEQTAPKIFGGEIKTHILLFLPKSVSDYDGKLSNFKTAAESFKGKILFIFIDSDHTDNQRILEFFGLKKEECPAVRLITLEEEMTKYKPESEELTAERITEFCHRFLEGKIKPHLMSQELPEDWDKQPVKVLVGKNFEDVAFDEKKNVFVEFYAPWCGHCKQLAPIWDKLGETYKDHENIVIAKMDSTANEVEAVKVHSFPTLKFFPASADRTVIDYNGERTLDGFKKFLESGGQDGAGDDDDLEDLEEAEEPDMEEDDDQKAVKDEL
hiPSC survival – enhancers of human iPSC single-cell survival | hiPSC single-cell survival, ATPlite luminescence; 100% = ROCK inhibitor wells, 0% = DMSO | survival enhancement, % at 20 µM | actives 0.044% (n = 360,000) | AID 602274; in the data active = survival enhancement above about 18%;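 also: cells exposed to compounds for 16 hours before the ATP read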
H9c2 protect – modulators protecting cardiomyocytes from myocardial damage; H9c2 cardiomyocytes, H2O2 injury protection, ATPLite, 2 h; protection from H2O2 cell death, % at 20 µM; actives 0.63% (n = 360,000); AID 588492;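 active = compounds giving at least 50% protection of heart cells from peroxide-induced death in the single-dose screen, raw or plate-pattern-corrected value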;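 also: 0% = DMSO wells with peroxide and 100% = DMSO wells without peroxide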
MITF TRPM1 inh – MITF TRPM1 promoter inhibition in SK-MEL-5 cells. actives 0.83% (n = 330,000). inhibition, % at 12.5 µM. SK-MEL-5 TRPM1 promoter luciferase, 24 h. AID 488899;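 active = mean inhibition across replicates of 60% or more, whatever share of single replicates reaches that level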; also: values of inactives mirror those of a sister screen read the other way
m5-HT2A agonist – mouse HTR2A agonism via beta-arrestin recruitment | activation, % at 7.6 µM | P35363 | AID 624169 | CHO-K1 mHTR2A beta-arrestin complementation, luminescence; percent of 30 µM serotonin response | actives 0.66% (n = 360,000);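 active = activation above a run cutoff, the mean activation of all tested compounds plus 3 SD, cut at about 14% in these data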;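 also: 0% = plate median of compound wells and 100% = 30 µM serotonin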
Target sequence (P35363 whole entry, looked up): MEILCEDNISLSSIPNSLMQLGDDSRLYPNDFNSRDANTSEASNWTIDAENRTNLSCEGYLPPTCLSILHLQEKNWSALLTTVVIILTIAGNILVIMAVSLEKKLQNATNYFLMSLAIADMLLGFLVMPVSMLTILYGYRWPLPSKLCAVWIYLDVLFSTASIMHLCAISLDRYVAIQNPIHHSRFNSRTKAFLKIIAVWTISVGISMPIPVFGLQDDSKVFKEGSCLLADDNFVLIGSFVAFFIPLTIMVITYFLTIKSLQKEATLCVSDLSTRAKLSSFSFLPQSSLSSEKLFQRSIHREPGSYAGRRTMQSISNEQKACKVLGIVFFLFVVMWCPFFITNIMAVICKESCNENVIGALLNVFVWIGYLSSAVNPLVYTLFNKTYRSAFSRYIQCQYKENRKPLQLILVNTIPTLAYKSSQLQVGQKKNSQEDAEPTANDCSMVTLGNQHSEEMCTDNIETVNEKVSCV
Shn3 3UTR inh – Schnurri-3 reporter inhibition in Clone20 osteoblasts. Clone20 osteoblast Shn3 3'UTR firefly luciferase, 24 h. inhibition, % at 12.5 µM. actives 0.52% (n = 360,000);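 active = mean inhibition of at least 75% with every replicate also reaching 75%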;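 also: 0% = median of neutral control wells and 100% = pilot-screen positive control compound; some compounds past the cut are filed as inactive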
NR2E3 ag-2 – activates human NR2E3 receptor; CHO-S Gal4-NCOR/VP16-NR2E3 two-hybrid, luciferase; actives 0.35% (n = 360,000); inhibition of corepressor binding, % at 3.98 µM; Q9Y5X4; AID 602229;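 active = inhibition above the mean of all tested compounds plus 3 SD, cut at about 70% in these data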;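 also: 0% = DMSO with NR2E3 transfected cells and 100% = cells lacking NR2E3 construct; higher means lower luciferase signal from less NR2E3 corepressor binding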
HIF-2a inh – inhibitors of HIF-2a; AID 624352; inhibition, % at 18.8 µM; 786-0 RCC cells HIF-2a reporter, luciferase luminescence, overnight; actives 0.72% (n = 360,000);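 active = inhibition of the luminescence signal of 40% or more relative to plate controls, in a single-dose primary screen at 18.75 µM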
Active calls of the source: *; nt = no result given. Random draw from the library; any-hit rate near 3.9%.

SMILES	CaV13 ICDI inh	Peg3 promoter	NR2E3 ag-1	PDI turbidity	hiPSC survival	H9c2 protect	MITF TRPM1 inh	m5-HT2A agonist	Shn3 3UTR inh	NR2E3 ag-2	HIF-2a inh
NC1=C(c2ccccc2)C(=O)NC1=O	-21	1	1	7	0.7	4	1	-1	-5	-15	0
O=C(Nc1ccon1)c1sc2cc(F)ccc2c1Cl	-5	-193	-14	-1	-3.7	-8	-26	-6	-39	-57	-167
O=c1ccc(-c2ccc(S(=O)(=O)N3CCN(c4cccc(Cl)c4)CC3)o2)n[nH]1	-3	22	-2	-21	0.9	1	7	3	-9	-8	14
COc1ccc(S(=O)(=O)NCCc2nnc3ccc(SCC(=O)Nc4nc(C)cs4)nn23)cc1	-4	14	3	-1	0.2	4	-1	0	12	0	19
NC(=S)N/N=C/c1coc2c(ccc3ccccc32)c1=O	-6	-252	1	-11	-1.3	-4	-20	1	-19	-33	-24
CN(/C=C/C(=O)C(F)(F)F)Cc1ccccc1	-6	14	-2	-1	-2.8	6	-3	1	-17	4	20
O=C(NCCN1CCOCC1)c1cccc(S(=O)(=O)NCc2ccccc2)c1	-6	-3	9	10	0.0	6	-7	-6	-5	-5	15
O=C(Cc1c[nH]c2ccccc12)NC1(C(=O)NC2CCCC2)CCCCC1	2	9	0	6	0.4	-1	-4	2	-3	-11	-14
COC(=O)N(NC(=O)C(O)(c1ccccc1)c1ccccc1)c1ccc(C)cc1	-6	12	0	0	-0.1	8	10	1	1	-37	5
CCOC(=O)c1oc2cc(O)c(CC)cc2c(=O)c1-c1ccc2c(c1)OCCO2	-6	-8	-4	20	-1.1	-2	-5	2	-14	14	-5
CC(=O)Nc1cc(-c2ccc(C(=O)N3CCOCC3)cc2)cn2c(-c3ccccc3)cnc12	-8	24	nt	-5	1.1	5	nt	3	-20	-12	10
CCOc1ccc(C(=O)Nc2cccc(C(=O)O)c2)cc1Cl	-4	20	2	4	-4.3	-15	50	-1	-13	-124	63*
O=C1[C@@H]2[C@H]3CC[C@H](C3)[C@@H]2C(=O)N1O	-21	8	3	1	-0.7	5	-12	0	9	-34	4
CSCCC(NC(=O)COc1ccccc1)C(=O)OCc1ccc(Cl)cc1 (stereo not given)	-6	4	nt	-1	-0.4	-4	0	-13	-16	33	1
CCOC(=O)c1sc(NC(=O)c2ccco2)nc1-c1ccccc1	-6	12	20*	-2	0.6	7	-2	-1	7	6	-14
C/C=N/NC(=O)c1cc(Br)ccc1O	-9	-14	-1	0	-1.7	4	5	1	-23	-4	9
COc1cccc(CNC(=O)C2CCCN(S(=O)(=O)c3cnc[nH]3)C2)c1 (stereo not given)	17	2	0	5	-0.5	0	-1	10	7	8	-2
CCOC(=O)N1CCC(NC(=O)c2cc(S(=O)(=O)N3CCC4(CC3)OCCO4)ccc2F)CC1	-4	9	2	5	-1.5	-6	14	1	20	-13	8
O=C(CCNC(=O)c1ccccc1)NNC(=O)c1ccc(F)cc1	-5	9	nt	0	1.0	10	3	2	6	-6	-6
Cc1ccc(S(=O)(=O)NCC(=O)N2CCCC2)cc1	nt	7	1	-4	-0.3	0	1	7	3	-3	7

Continued; it opens with the 3 that closed the last part.
SMILES	CaV13 ICDI inh	Peg3 promoter	NR2E3 ag-1	PDI turbidity	hiPSC survival	H9c2 protect	MITF TRPM1 inh	m5-HT2A agonist	Shn3 3UTR inh	NR2E3 ag-2	HIF-2a inh
CCOC(=O)N1CCC(NC(=O)c2cc(S(=O)(=O)N3CCC4(CC3)OCCO4)ccc2F)CC1	-4	9	2	5	-1.5	-6	14	1	20	-13	8
O=C(CCNC(=O)c1ccccc1)NNC(=O)c1ccc(F)cc1	-5	9	nt	0	1.0	10	3	2	6	-6	-6
Cc1ccc(S(=O)(=O)NCC(=O)N2CCCC2)cc1	nt	7	1	-4	-0.3	0	1	7	3	-3	7
COc1ccc(/C=N/NC(=O)c2cccc(O)c2)cc1Cn1nc(C)c([N+](=O)[O-])c1C	-8	24	1	-2	-1.3	7	13	-5	17	-32	6
CC1(NC(=O)Nc2cccc(Br)c2)CCS(=O)(=O)C1 (stereo not given)	-6	-3	nt	4	-1.3	-3	-6	-1	-8	25	7
CC(=O)Nc1cccc(C)c1	nt	0	-1	nt	-0.9	5	-2	-1	-6	-10	5
CCOc1cc(C2C(C(=O)OC)=C(C)N=C3SCCC(=O)N32)ccc1OC(C)=O (stereo not given)	-7	-1	0	8	5.4	17	9	-1	3	2	9
COCCn1c(-c2ccccc2)nc2oc3cc(OC)ccc3c(=O)c2c1=O	-5	16	1	-3	4.4	-2	-6	-4	-1	-9	11
CCS(=O)(=O)c1ccc(N)cc1	-5	8	-1	-4	-0.7	4	-11	-1	-13	-1	11
C[n+]1cccc(C(=O)Nc2ccccc2)c1	-2	13	0	-2	0.4	3	22	14	13	9	1
O=C(Nc1cccnc1)Nc1cccc([N+](=O)[O-])c1	2	-31	1	-4	-0.7	-2	-24	-7	-14	1	-37
CC(C)CNC(=O)COc1cccc(C(=O)NCc2ccccc2)c1	0	14	-5	-49	-1.9	0	-9	-1	1	10	6
CC(C)CNC(=O)c1ccccc1NC(=O)c1ccc(CN2CCOCC2)cc1	-8	9	4	-2	0.5	2	-11	0	24	-11	1
CCNC(=O)c1cc2c(c(-c3cccc(-c4ccccc4F)c3)n1)[C@@H](CCO)N(C(=O)CC)C2	-3	nt	nt	nt	-0.5	nt	nt	-8	nt	-3	4
C/C(=N\NC(=O)c1cccc(S(=O)(=O)N2CCCC2)c1)c1ccccc1F	-2	-73	3	20	1.0	7	-25	-5	-32	-24	-54
Cc1cc(C(=O)CSc2ncn[nH]2)c(C)n1-c1cccc(S(=O)(=O)N2CCOCC2)c1	-4	17	-1	-3	-0.9	-2	3	11	8	-12	10
Cc1ccccc1NC(=S)N1CCN(c2ccccc2Cl)CC1	-19	11	3	-2	-0.3	1	8	-6	8	2	17
CC(=O)Nc1ccc(C(=O)CN2C(=O)NC3(CCCCCC3)C2=O)c(F)c1	-6	2	nt	-2	-1.3	13	-4	8	-13	10	9
COCCNC(=O)CCn1nc(-c2ccc(Cl)cc2)c2ccccc2c1=O	nt	8	-1	4	-0.5	-4	2	1	2	-28	14
COC(=O)c1sccc1NC(=O)Nc1cc(C)cc(C)c1	-6	-38	nt	-1	0.0	-2	-46	0	-35	-75	-142
CCOC(=O)C1CCCCN1Cc1cccc(OCc2ccccc2)c1 (stereo not given)	-1	29	2	-11	-0.2	1	14	0	-10	-19	12
O=C(c1ccccc1F)N1CCN(Cc2cccc(Cl)c2)CC1	-4	16	-3	-1	0.8	2	1	-4	8	-1	14
CCc1nc2ccc(C)cc2c(C(=O)NC2CCCCC2C)c1C (stereo not given)	-6	13	1	-6	3.2	-5	7	-2	4	-18	-1
O=c1[nH]ncc2c3ccccc3n(Cc3ccccc3)c12	-8	10	-2	9	9.3	-4	-1	-3	-4	-4	32
C=CCc1c(C)nn(CC(=O)O)c1-c1ccccc1	-5	-2	-3	1	-1.3	12	20	1	2	12	11
O=C(NC1CCCCC1)C1CCC(=O)N(Cc2cccc(C(F)(F)F)c2)C1 (stereo not given)	nt	22	-1	-1	1.1	0	5	-1	-3	0	0
CCc1nnc(NC(=O)CCN2C(=O)CCC2=O)s1	-9	3	2	-4	2.2	5	7	6	-1	10	12
CCOC(=O)N1CCN(C(=O)COc2ccc(Br)cc2Cl)CC1	-6	11	3	6	-0.3	-3	-8	1	5	-10	15
COc1ccc(-n2nc(C(=O)Nc3cc(OC)c(OC)c(OC)c3)c3ccccc3c2=O)c(OC)c1	-16	11	0	-1	2.2	18	2	1	18	-8	27
CCC(C)(C)NC(=O)C(NS(=O)(=O)c1cccs1)c1ccccc1 (stereo not given)	-4	8	-1	-7	0.4	-4	-16	0	9	3	10
CCOC(=O)C(NC(=O)c1ccccc1)(OCc1ccccc1)C(F)(F)F (stereo not given)	-2	12	4	-10	-0.6	20	-2	1	-12	0	21
CCCCn1c(N)c(N(CC)C(=O)c2ccc(N(C)S(=O)(=O)c3ccc(C)cc3)cc2)c(=O)[nH]c1=O	-4	8	-1	-1	2.9	0	5	-9	1	-9	-1
COc1ccc(CNC(=O)CSc2nnnn2C)cc1OC	-4	5	-2	-1	-0.6	-8	18	1	-1	-4	8
COc1ccc(-n2c(COc3ccc(C)cc3)nnc2SCC(=O)O)cc1	-20	7	3	-3	0.0	0	1	5	8	0	-3
C/C(=N\NC(=O)Cc1ccc(O)cc1)c1cccnc1	nt	14	nt	-2	-0.5	5	0	-10	-8	-6	20
CCCCN(CCCNC(=O)Cn1nc(CC)n2c(cc3sc(C)cc32)c1=O)Cc1ccccc1	-16	-11	3	-7	0.0	2	0	-9	0	-2	-5
O=C(NCC1CC1)C1Cc2c(-c3ccccc3Oc3ccccc3)ccnc2O1 (stereo not given)	-4	14	nt	-1	-2.1	-2	nt	-1	-4	17	7
COc1cccc(/C=N/NC(=O)c2nnn(-c3nonc3N)c2-c2cccs2)c1	-16	-2	-1	4	0.3	-2	4	-8	9	3	-12
O=S(=O)(Nc1cc(C(F)(F)F)ccc1N1CCOCC1)c1ccc2ccccc2c1	-10	50*	-5	-5	3.2	-3	-5	-7	12	21	22
OCc1ccccc1-c1nc(NCC2CC2)nc2ccsc12	-15	20	nt	0	1.2	7	nt	-2	-6	7	13
COc1ccc(N(CC(=O)NCCSC(C)(C)C)S(C)(=O)=O)c(OC)c1	-8	10	2	-2	-1.6	1	13	-2	-12	6	12
Cc1c(Cl)cccc1NC(=O)COC(=O)CN1C(=O)NC(C)(C)C1=O	-2	5	-1	3	-0.4	1	0	-2	-2	-4	12
COc1cc(NS(C)(=O)=O)c(OC)cc1NC(=O)c1ccccc1	10	-7	-1	-5	4.9	3	14	4	0	-11	8
CC1CC(CCC(=O)NC(=S)Nc2ccc(Cl)cn2)C(=O)O1 (stereo not given)	-5	15	3	-1	-1.1	11	-18	6	-15	-7	-3
C[C@@H]1CN([C@@H](C)CO)C(=O)CCCn2nncc2CO[C@H]1CN(C)C(=O)Nc1ccc(C(F)(F)F)cc1	-3	-15	nt	12	-3.1	9	nt	-2	-4	-14	12
CCCN(CCC)CCN1C(=O)C2C(C(=O)Nc3cccc(SC)c3)C3C=CC2(O3)C1C(=O)NC1CCCCC1 (stereo not given)	-2	-23	3	2	0.2	-4	-8	-1	-2	-8	10
O=C(NCCN1CCOCC1)NC1(C(F)(F)F)Oc2ccccc2O1	-5	21	-2	-3	-3.3	6	7	5	51	-8	21
CC(OC(=O)c1ccncc1)C(=O)Nc1ccc([N+](=O)[O-])cc1Cl (stereo not given)	-5	-8	2	1	0.1	4	-4	3	-12	20	-7
